Wnt bcat act: activates Wnt/beta-catenin signaling in a reporter cell assay; activator, plate reader; activation, % at 9.35 µM; 1.2% of 300,000 active; in the data active = activation above about 30%, passing the limit was not always enough;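 note: 0% = neutral control wells and 100% = positive control wells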
Keap1 Nrf2 FP: disrupts human Keap1 binding to Nrf2 peptide | Keap1 Kelch-Nrf2 peptide fluorescence polarization, 1536-well | AID 504523 | inhibition, % at 9.4 µM | 0.15% of 340,000 active; in the data active = inhibition above about 12%;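 note: human Keap1 Kelch domain with fluorescein labeled Nrf2 9mer peptide probe; 0% = neutral control wells and 100% = peptide positive control; higher means more block of Keap1 binding to Nrf2 peptide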
DSG3 Ab inh: blocks pemphigus antibody binding to human desmoglein-3; P32926; 0.48% of 310,000 active; DSG3-coupled beads, scFv-anti-DSG3-GFP binding, flow cytometry; hits give low values; binding (percent of control), % at 10 µM;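 active = binding more than 3 SD below its plate's average and above zero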;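 note: hits lower antibody fragment binding to DSG3; some compounds called inactive have numbers as strong as hits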
Target sequence (P32926 whole entry, looked up, the tested form may be a part): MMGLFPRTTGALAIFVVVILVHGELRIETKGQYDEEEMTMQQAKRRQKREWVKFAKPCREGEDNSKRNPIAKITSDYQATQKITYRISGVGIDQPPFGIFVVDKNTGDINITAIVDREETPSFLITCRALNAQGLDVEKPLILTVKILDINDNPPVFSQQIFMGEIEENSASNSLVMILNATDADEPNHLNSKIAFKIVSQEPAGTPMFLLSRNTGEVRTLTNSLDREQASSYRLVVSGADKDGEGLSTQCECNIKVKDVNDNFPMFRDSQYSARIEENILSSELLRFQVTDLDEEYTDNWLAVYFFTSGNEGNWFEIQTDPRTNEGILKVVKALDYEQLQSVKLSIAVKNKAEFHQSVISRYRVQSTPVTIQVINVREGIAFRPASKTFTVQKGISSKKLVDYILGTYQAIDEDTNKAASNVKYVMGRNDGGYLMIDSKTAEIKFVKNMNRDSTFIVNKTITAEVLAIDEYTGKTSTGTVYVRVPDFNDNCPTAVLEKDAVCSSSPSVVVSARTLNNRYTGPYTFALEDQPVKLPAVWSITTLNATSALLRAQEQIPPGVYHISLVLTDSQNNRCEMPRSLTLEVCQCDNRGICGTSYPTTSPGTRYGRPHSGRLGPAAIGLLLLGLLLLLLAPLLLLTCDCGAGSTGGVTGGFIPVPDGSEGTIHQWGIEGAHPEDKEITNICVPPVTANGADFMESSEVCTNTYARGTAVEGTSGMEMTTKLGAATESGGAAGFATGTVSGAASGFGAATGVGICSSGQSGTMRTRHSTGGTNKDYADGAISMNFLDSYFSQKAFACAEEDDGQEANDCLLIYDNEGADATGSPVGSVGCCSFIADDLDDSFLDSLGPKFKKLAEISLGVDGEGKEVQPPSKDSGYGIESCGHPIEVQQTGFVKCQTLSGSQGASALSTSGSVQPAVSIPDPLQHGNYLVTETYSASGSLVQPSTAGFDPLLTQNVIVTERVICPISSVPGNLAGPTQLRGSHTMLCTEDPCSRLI
V-ATPase pH: alters yeast V-ATPase proton transport; AID 504577; 0.37% of 350,000 active; S. cerevisiae, pHLuorin cytosolic pH fluorescence; response, % at 10 µM; in the data active = response mostly above about 7.3%, no sharp cut-off; inactive = mostly below about 5.4%; note: actives read high; inactives centre near 0; some compounds called inactive have numbers as strong as hits; reference of the scale not given here
OPRM1-OPRD1 ag: agonists of human mu-delta opioid receptor heterodimerization; P35372+P41143; cells, OPRM1-OPRD1 heterodimerization, luminescence; activation, % at 9.3 µM; 0.3% of 340,000 active; in the data active = activation above about 18%;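 note: 0% = vehicle-treated cells and 100% = reference agonist; values of inactives mirror those of a sister screen read the other way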
Cardiac RTF inh: cardiac RTF calcium desensitization; 0.12% of 340,000 active; IANBD-labeled cardiac RTF, Ca2+ fluorescence; AID 493244; P19429+P45379; inhibition, % at 7.15 µM;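 active = inhibition above the mean inhibition of all tested compounds plus 3 SD, cut at about 17% in these data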;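 note: assay run at fixed EC70 calcium of 1.6 mM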
Arr AP2 block: human beta-arrestin and AP2 interaction inhibition. AID 504490. FITC-arrestin peptide / GST-AP2 beads, flow cytometry; AP2 beta2 appendage carries R879A mutation. 0.31% of 340,000 active. inhibition, % at 10 µM;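 active = inhibition above a set limit, near 3 SD of compounds lacking own fluorescence, cut at about 54% in these data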;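 note: plate controls were DMSO wells for no effect and 5 µM unlabelled arrestin peptide for full effect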
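Material – GST-tagged AP2 beta2-adaptin appendage (R879A) on 4 µm glutathione beads · Probe or stimulus – fluorescein-tagged arrestin peptide at 50 nM final · Timing – 12 min plus 1 h, RT · Detection – bead flow cytometry, FITC channel · Read-out basis – inhibition as reduced fluorescein signal on beads, percent · Medium – PBS plus Tween 20 (0.05%) and BSA (0.1%)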
LANA DNA inh: blocks KSHV LANA C-terminal domain binding to DNA | MBP-C-LANA/FAM-LBS DNA binding, fluorescence polarization | inhibition, % at 9 µM | 0.078% of 340,000 active | AID 504423;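 active = highest replicate inhibition at or above 60% at 9 µM, even if other replicates fall short; inactive = all replicates below 60% inhibition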;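 note: 0% = neutral control wells and 100% = 4 µM acridine orange control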
RTF Ca sens act: cardiac RTF calcium sensitization; activation, % at 7.2 µM; P19429+P45379; AID 493008; IANBD-labeled TnC RTF fluorescence at EC20 calcium; 0% EC20 calcium, 100% full calcium; 0.24% of 340,000 active;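 active = activation above the mean over all tested compounds plus 3 SD, cut at about 30% in these data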;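 note: rise in fluorescence read as greater calcium sensitivity of cardiac thin filaments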
MOR-DOR inv ag: inverse agonist of human OPRM1-OPRD1 heterodimerization; P35372+P41143; 0.21% of 340,000 active; inhibition, % at 9.3 µM; cell-based MOR-DOR heterodimer luminescence, inverse agonism; in the data active = inhibition above about 22%, passing the limit was not always enough;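 note: 0% = cells with DMSO and 100% = wells without cells with DMSO; values of inactives mirror those of a sister screen read the other way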
The depositor's hits bear a star; / = no result given. Rows are unselected, and some 3.1% of all compounds hit somewhere here.

SMILES	Wnt bcat act	Keap1 Nrf2 FP	DSG3 Ab inh	V-ATPase pH	OPRM1-OPRD1 ag	Cardiac RTF inh	Arr AP2 block	LANA DNA inh	RTF Ca sens act	MOR-DOR inv ag
CCC1CCCCN1CC(=O)Nc1ccc2c(c1)OCCO2 (centres undefined)	21	-2	104	4	-2.2	-8	-5	-1.4	1	9
O=C(c1ccc2c(=O)n(Cc3ccc4c(c3)OCO4)c(=S)[nH]c2c1)N1CCCCC1	-3	3	100	1	-2.9	-2	18	0.4	-1	16
CCN(CC)CCn1c(=N)n(CC(O)c2ccco2)c2ccccc21 (centres undefined)	-1	-1	86	-2	/	1	29	0.1	-2	/
COc1ccccc1NC(=O)CCNS(=O)(=O)c1ccc2c(c1)CCN2C(C)=O	-1	-4	101	1	-1.9	-1	-20	-0.1	-5	10
O=C(Nc1nc2c(F)cc(F)cc2s1)C1COc2ccccc2O1 (centres undefined)	18	-5	94	1	4.0	3	0	0.0	-3	-22
Cc1ccc(C(C)C)c(O)c1	-2	-4	100	0	1.3	0	7	-1.2	1	-7
CCOC(=O)c1cnc2c(C)c(Cl)ccc2c1NCCCN1CCOCC1	-1	-5	117	-1	-1.2	4	34	-2.4	-11	6
CC1CCCCN1CCCNC(=O)c1ccc(Br)cc1 (centres undefined)	-2	3	121	-1	1.1	-2	15	1.4	-4	-9
COC(=O)C1=CN(Cc2ccccc2)C=C(C(=O)OC)C1c1ccc(OC)c(OC)c1	-3	-4	100	1	-1.9	1	2	-0.9	-6	9
CCOC(=O)C1=C(C)Nc2nc(SCC)nn2C1c1ccc(OC)cc1 (centres undefined)	/	-2	/	-1	-0.6	0	4	-3.8	-7	4
COc1ccc(CN2CCN(c3ncccn3)CC2)c(OC)c1	-3	-2	100	2	0.5	-5	17	-0.7	6	-3
C1CN(CCN2CCOCC2)CCN1	/	2	125	3	-3.1	1	2	0.0	-5	15
COCC(C)n1c(SCC(=O)NNC(=O)c2ccc(F)cc2)nc2ccccc2c1=O (centres undefined)	-1	-1	88	0	-2.2	-4	14	-0.8	-7	14
COc1cccc(NC(=O)CN2C(=O)NC3(CCc4ccccc43)C2=O)c1 (centres undefined)	-3	-5	107	0	0.8	3	-9	-0.9	5	-3
CC1OC(OC2C(CO)OC(OC3C(CO)OC(O)C(O)C3O)C(O)C2O)C(O)C(O)C1N[C@@H]1C=C(CO)[C@@H](O)C(O)[C@H]1O (some centres undefined)	0	-5	/	-3	-1.0	-6	-6	-1.6	-1	5
CN(CC(=O)Nc1ccccc1Oc1ccccc1)Cc1ccccc1F	/	-1	131	0	3.3	-13	-2	-0.4	1	-18
Cn1ccnc1COc1ccc(/C=N/O)cc1	0	-1	106	1	-0.7	-8	-7	-0.1	1	4
COc1ccc2c3c(cccc13)OC2=O	-1	3	94	2	-1.2	-10	20	-1.1	-5	6
c1cnc2nc3c4ccccc4c4ccccc4c3nc2c1	-7	-8	78*	-8	0.5	3	16	-0.1	-6	-2
Cc1nnc(NC(=O)C2CCCCC2)s1	/	-5	113	-2	-1.6	-7	-12	-0.3	2	8
Cc1ccc2nc(CSc3nc(C)cc(C)c3C#N)[nH]c2c1	/	-2	98	7	-0.1	-4	0	-1.3	0	0
CN(C(=O)COC(=O)Cc1ccc(Cl)cc1)C1CCCCC1	-2	-3	95	0	-2.8	4	12	4.2	-9	15
CC1CC(=O)N(c2ccc(NCc3ccccc3Cl)c([N+](=O)[O-])c2)C1=O (centres undefined)	-2	-6	100	0	-1.5	-15	-8	0.7	-11	8
COc1ccc(C(=O)N2CCN(c3ncccn3)CC2)cc1[N+](=O)[O-]	1	-2	121	5	-1.5	8	20	8.2	1	8
C[C@@H]1CCCCCCCCC(=O)OCCN[C@H](C)CCCCCCCCC(=O)OCCN[C@H](C)CCCCCCCCC(=O)OCCN1	/	-2	105	4	-0.9	-9	20	-3.3	3	5

One compound at a time, from the list above. Order of values: Wnt bcat act, Keap1 Nrf2 FP, DSG3 Ab inh, V-ATPase pH, OPRM1-OPRD1 ag, Cardiac RTF inh, Arr AP2 block, LANA DNA inh, RTF Ca sens act, MOR-DOR inv ag
C1CN(CCN2CCOCC2)CCN1 reads /, 2, 125, 3, -3.1, 1, 2, 0.0, -5, 15
O=C(c1ccc2c(=O)n(Cc3ccc4c(c3)OCO4)c(=S)[nH]c2c1)N1CCCCC1 reads -3, 3, 100, 1, -2.9, -2, 18, 0.4, -1, 16

(continued)
SMILES	Wnt bcat act	Keap1 Nrf2 FP	DSG3 Ab inh	V-ATPase pH	OPRM1-OPRD1 ag	Cardiac RTF inh	Arr AP2 block	LANA DNA inh	RTF Ca sens act	MOR-DOR inv ag
Cc1c2cccn2cc[n+]1C	-3	-2	119	-5	1.4	-2	-19	0.1	0	-8
CC(C)NC(=O)c1ccc(C(C)C)cc1	2	3	91	1	-1.8	0	-18	0.6	0	10
COc1ccc(C2=NOC(C(=O)NCc3cccnc3)C2)cc1 (centres undefined)	-3	-2	103	0	-2.5	-12	12	-0.4	6	13
Cc1ccc(OCC(O)CN2CCN(CC(O)COc3ccc(C)cc3Cl)CC2)c(Cl)c1 (centres undefined)	/	-4	106	1	3.0	-15	3	-0.6	10	-17
S=C(Nc1ccc(Oc2ccccc2)cc1)N1CCN(c2ccccn2)CC1	-3	-5	83	1	0.4	-10	-8	0.2	0	-2
C[C@H]1CN([C@@H](C)CO)C(=O)c2cccc(NC(=O)c3cnccn3)c2O[C@@H]1CN(C)S(=O)(=O)c1ccc(F)cc1	/	-7	104	0	-1.0	0	16	-0.5	-1	6
COc1cc(NCCCn2ccc(NC(=O)OCc3ccccc3)nc2=O)cc(OC)c1OC	6	-6	105	4	0.4	1	7	-1.2	-9	-2
O=C(c1ccc(Cl)nc1)N1CCN(C/C=C/c2ccccc2)CC1	1	-4	123	9	-2.6	-5	-12	0.7	-3	14
CC(C)C(=O)NNC(=O)CSc1nnc(-c2ccccc2)c(-c2ccccc2)n1	0	0	113	2	0.3	-9	3	1.3	5	-1
O=C(NCc1ccc2c(c1)OCO2)c1cc(-c2ccccc2)c(N2CCOCC2)s1	/	3	104	-3	-0.8	-2	-7	0.1	-6	4
Nc1cnccc1Oc1cccc(C(F)(F)F)c1	3	1	106	-2	-3.3	0	-2	2.7	-6	16
COc1ccc(C(=O)Oc2cc3c4c(c2)C(C)=CC(C)(C)N4C(=O)C3=O)cc1OC	/	1	123	1	-0.5	-6	19	-0.5	-3	3
O=C(Nc1ccc(Cl)cc1)Nc1ccccc1CC[N+](=O)[O-]	0	4	101	-2	2.5	2	11	-0.7	-2	-13
Cc1cc(C)n(CC(=O)N2c3ccccc3Sc3ccccc32)n1	1	-2	/	1	-0.1	1	12	16	7	0
CCCn1c(N)c(N(CCOC)C(=O)c2ccccc2)c(=O)[nH]c1=O	-1	-4	/	-2	-1.8	-1	-6	-1.1	0	11
O=C(CN1CCN(Cc2ccccc2)CC1)NC(c1ccccc1)c1ccccc1	0	-1	95	6	-0.5	-12	-17	1.1	0	3
Cc1ccc(NC(=O)COC(=O)c2nn(C)cc2Cl)cc1	-4	-6	/	-4	-0.1	-10	17	0.7	-8	1
CCOCCCNC(=O)c1ccc2c(c1)N(Cc1ccccc1)C(=O)CS2=O (centres undefined)	-3	0	106	-2	-1.1	-2	4	3.8	1	5
COc1ccc(C2/C(=C(/O)c3cnn(-c4ccccc4)c3C)C(=O)C(=O)N2CCN(C)C)cc1OC (centres undefined)	16	0	101	-3	-1.0	-6	-10	0.0	1	5
C=CCOC(=O)CN1C(=O)c2ccccc2C1=O	-3	0	72	2	-2.1	0	-7	0.2	2	11
O=C(Nc1nc2ccc(F)cc2s1)c1cccs1	57*	1	102	0	0.1	-2	23	0.0	7	-1
O=c1cc(CO)oc(C(Nc2ccccn2)c2cccc(F)c2)c1O (centres undefined)	-1	-29	93	2	-2.7	-9	15	0.5	4	14
COc1ccc(N(C)C(=O)c2sc(Cl)nc2C)cc1	-1	-5	92	3	-0.1	-7	21	-1.4	8	1
Cc1noc(C)c1COC(=O)c1ccc(-c2nc3ccccc3s2)s1	/	1	106	-6	-2.2	-3	18	1.0	-3	12
Cc1nnc(C)n1/N=C/c1cccc(Oc2ccccc2)c1	-2	-2	104	-1	-3.0	6	12	2.2	-4	18
SMILES	Wnt bcat act	Keap1 Nrf2 FP	DSG3 Ab inh	V-ATPase pH	OPRM1-OPRD1 ag	Cardiac RTF inh	Arr AP2 block	LANA DNA inh	RTF Ca sens act	MOR-DOR inv ag
NC(=O)c1ccccc1NC(=O)CCn1c(=S)oc2ccccc21	1	-5	102	2	-1.9	-7	-16	0.6	1	8
CCOC(=O)CC1(NC(=O)C2CCC(=O)N(CCc3ccc(OC)cc3)C2)CCCCC1 (centres undefined)	2	-2	/	2	-2.5	-11	6	0.2	1	13
C[C@H](CO)N1C[C@H](C)[C@@H](CN(C)S(=O)(=O)c2ccc(Cl)cc2)Oc2ccc(NS(=O)(=O)c3ccccc3)cc2CC1=O	2	-8	99	-4	1.4	-12	/	-1.3	6	-8
Cc1cnc(NC(=O)c2cc3c(C)nn(Cc4ccccc4Cl)c3s2)s1	-3	-8	86	1	0.8	-1	3	-0.9	2	-5
CC(C)OC(=O)Cn1cc(C#N)c2ccccc21	-1	-1	117	-1	-2.3	1	13	-1.3	3	11
O=C(C1CCN(S(=O)(=O)c2ccc(Cl)cc2)CC1)N1CCCC1	-3	3	130	-1	0.4	-28	2	-0.1	3	-3
COc1ccc(OC)c(-c2csc(NC(=O)Cc3ccccc3OC)n2)c1	-1	-5	101	5	-1.4	2	3	-0.9	4	9
COc1cc(C(CCN2CCN(c3ccccc3)CC2)c2c(OC)cc(OC)c3c(C)cc(=O)oc23)cc(OC)c1OC (centres undefined)	0	-3	102	-1	-3.6	-7	17	-0.4	-2	20
O=C1CC(c2cccs2)c2cc3c(cc2N1)OCCO3 (centres undefined)	/	-4	105	0	1.5	-25	-2	0.2	5	-9
COc1ccc(Oc2cc(C)nc(Cl)n2)nn1	4	3	98	-2	-2.9	8	45	0.3	2	15
CCC(=O)c1cc(F)c(N2CCN(C(=O)c3ccco3)CC2)cc1C	-3	2	103	-3	-1.2	0	3	-1.3	-2	7
CSc1ccc(CN(C)CC(=O)NCc2ccc(F)cc2)cc1	1	0	102	-3	-0.5	4	0	-2.2	1	2
O=C(c1cnccn1)N(c1ccccc1)C1(C(=O)NC2CCCCC2)CCCCC1	/	-3	112	2	-3.6	9	-6	-1.3	-4	18
COc1cccc(OCC(O)CN2CCC(Cc3ccccc3)CC2)c1 (centres undefined)	/	4	103	-4	0.9	-7	-20	-1.4	4	-4
Cc1ccc(N=CC=C2OC(C)(C)C(C)(C)O2)c(C)c1	/	-1	125	0	-0.3	-10	0	0.4	-3	2
Cc1ccc(C)n1-c1nnc(N2CCC(C(=O)NCCCN3CCN(C)CC3)CC2)s1	4	-2	105	9	-2.2	-2	19	-2.3	1	11
COC(=O)CSc1nnc(CNC(=O)c2cc(OC)cc(OC)c2)n1-c1ccc(F)cc1	-1	2	113	0	-2.9	-3	-11	2.4	6	14
O=C(CN1CCCCC1)n1c2ccccc2c2ccccc21	-2	-2	/	-5	2.4	-2	10	-1.1	1	-12
O=C(Cc1ccccc1)NN1CCCCC1	1	-2	112	1	-2.4	-5	28	-1.0	2	13

High-throughput results deposited in PubChem BioAssay by several laboratories.
